PRC2 inh = inhibitors of human EZH2/PRC2 methyltransferase | Q15910 | PRC2 H3K27 methylation, DELFIA TRF, 1 h | inhibition, % at 12.5 µM | actives 0.35% (n = 57,000) | AID 651548;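 active = mean inhibition of replicates at least 50% and every single replicate also reaching 50%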;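 also: dimethyl H3K27 on biotinylated H3 21-44 peptide detected by antibody; plate controls were median neutral control wells for no effect and median positive control wells for full effect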
IDH1 R132H inh = inhibitors of human IDH1 R132H. O75874. IDH1 R132H reductase, diaphorase/resazurin fluorescence, 60 min. inhibition, % at 10 µM. actives 0.18% (n = 70,000); in the data active = inhibition above about 34%;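 also: 0% = DMSO and 100% = no enzyme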
Target sequence (O75874 whole entry R132H): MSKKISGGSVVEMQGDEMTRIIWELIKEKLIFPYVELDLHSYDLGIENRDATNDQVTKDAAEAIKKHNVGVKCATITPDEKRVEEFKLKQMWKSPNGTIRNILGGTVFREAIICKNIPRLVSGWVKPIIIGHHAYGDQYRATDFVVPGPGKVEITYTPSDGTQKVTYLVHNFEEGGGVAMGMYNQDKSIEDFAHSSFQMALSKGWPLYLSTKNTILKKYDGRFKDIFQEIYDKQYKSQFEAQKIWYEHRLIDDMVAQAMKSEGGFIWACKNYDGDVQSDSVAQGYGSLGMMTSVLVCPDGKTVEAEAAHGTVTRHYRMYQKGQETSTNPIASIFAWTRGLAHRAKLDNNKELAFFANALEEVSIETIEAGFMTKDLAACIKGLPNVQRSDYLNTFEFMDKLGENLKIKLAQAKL
* hit, by the source's call; . = not tested or not shown. Only part of the results is shown; the hit share may differ from the screen's.

The opening 16 compounds, ahead of the listing:
SMILES	PRC2 inh	IDH1 R132H inh
CO[C@@H]1CN(C)C(=O)c2cc(NC(=O)C3CCCC3)ccc2OC[C@H](C)N(C(=O)CC2CC2)C[C@H]1C	-1	-0.1
CCOc1ccc(NC(=O)c2c(NC(=O)CN(C)C)sc3c2CCC3)cc1	5	-0.2
C[C@H](CO)N1C[C@H](C)[C@H](CN(C)S(=O)(=O)c2cn(C)cn2)OCCCC[C@H](C)Oc2ccc(NC(=O)CCC(F)(F)F)cc2C1=O	.	3.9
C[C@H](CO)N1C[C@H](C)[C@@H](CN(C)Cc2ccc(C(=O)Nc3ccccc3N)cc2)Oc2ccc(NC(=O)CCC(F)(F)F)cc2CC1=O	.	-0.2
C[C@@H]1CN([C@H](C)CO)C(=O)c2cc(NC(=O)CCN3CCOCC3)ccc2O[C@H]1CN(C)S(C)(=O)=O	10	.
O=C(C[C@H]1C[C@H]2c3cc(NC(=O)NC4CCCC4)ccc3O[C@H]2[C@H](CO)O1)NCc1cc(F)ccc1F	10	-0.4
CNC[C@@H]1Oc2cc(C#CC3(O)CCCC3)ccc2S(=O)(=O)N([C@H](C)CO)C[C@H]1C	-4	-1.4
C=CC[C@]1(C(=O)NCc2ccccc2)COC(c2ccc(OCCCO)cc2)=N1	-2	-0.5
C[C@H]1CN([C@@H](C)CO)C(=O)c2cc(-c3cncnc3)cnc2O[C@H]1CN(C)C(=O)Nc1ccc2c(c1)OCO2	.	0.4
CC1CC[C@]2(C(=O)OC3OC(COC4OC(CO)C(O)C(O)C4O)C(O)C(O)C3O)CC[C@]3(C(=O)O)C(=CCC4[C@@]5(C)CC[C@H](OC6OC(C)C(O)C(O)C6O)C(C)(C)C5CC[C@]43C)C2C1C (stereo not given in full)	71*	0.0
C[C@@H]1CN([C@@H](C)CO)C(=O)Cc2cc(NS(=O)(=O)c3ccc(F)cc3)ccc2O[C@H]1CN(C)Cc1ccc2c(c1)OCO2	-13	3.9
Cc1noc(C)c1S(=O)(=O)Nc1ccc2c(c1)C(=O)N([C@H](C)CO)C[C@H](C)[C@@H](CN(C)C(=O)NC(C)C)O2	.	3.2
C[C@H](CO)N1C[C@H](C)[C@H](CN(C)S(=O)(=O)c2cccc(F)c2)Oc2ncc(C#CC3CC3)cc2C1=O	-2	.
CSc1ccccc1NC(=O)CN(c1cccc2ccccc12)S(C)(=O)=O	-2	0.3
CCC(=O)Nc1ccc2c(c1)OC[C@@H](C)N(C(=O)c1cnccn1)C[C@@H](C)[C@@H](OC)CN(C)C2=O	-1	-0.3
COc1ccccc1NC(=O)N[C@H]1CC[C@H](CC(=O)N[C@@H](C)c2ccccc2)O[C@H]1CO	-8	0.0

The listing (from the top)
SMILES	PRC2 inh	IDH1 R132H inh
CO[C@@H]1CN(C)C(=O)c2cc(NC(=O)C3CCCC3)ccc2OC[C@H](C)N(C(=O)CC2CC2)C[C@H]1C	-1	-0.1
CCOc1ccc(NC(=O)c2c(NC(=O)CN(C)C)sc3c2CCC3)cc1	5	-0.2
C[C@H](CO)N1C[C@H](C)[C@H](CN(C)S(=O)(=O)c2cn(C)cn2)OCCCC[C@H](C)Oc2ccc(NC(=O)CCC(F)(F)F)cc2C1=O	.	3.9
C[C@H](CO)N1C[C@H](C)[C@@H](CN(C)Cc2ccc(C(=O)Nc3ccccc3N)cc2)Oc2ccc(NC(=O)CCC(F)(F)F)cc2CC1=O	.	-0.2
C[C@@H]1CN([C@H](C)CO)C(=O)c2cc(NC(=O)CCN3CCOCC3)ccc2O[C@H]1CN(C)S(C)(=O)=O	10	.
O=C(C[C@H]1C[C@H]2c3cc(NC(=O)NC4CCCC4)ccc3O[C@H]2[C@H](CO)O1)NCc1cc(F)ccc1F	10	-0.4
CNC[C@@H]1Oc2cc(C#CC3(O)CCCC3)ccc2S(=O)(=O)N([C@H](C)CO)C[C@H]1C	-4	-1.4
C=CC[C@]1(C(=O)NCc2ccccc2)COC(c2ccc(OCCCO)cc2)=N1	-2	-0.5
C[C@H]1CN([C@@H](C)CO)C(=O)c2cc(-c3cncnc3)cnc2O[C@H]1CN(C)C(=O)Nc1ccc2c(c1)OCO2	.	0.4
CC1CC[C@]2(C(=O)OC3OC(COC4OC(CO)C(O)C(O)C4O)C(O)C(O)C3O)CC[C@]3(C(=O)O)C(=CCC4[C@@]5(C)CC[C@H](OC6OC(C)C(O)C(O)C6O)C(C)(C)C5CC[C@]43C)C2C1C (stereo not given in full)	71*	0.0
C[C@@H]1CN([C@@H](C)CO)C(=O)Cc2cc(NS(=O)(=O)c3ccc(F)cc3)ccc2O[C@H]1CN(C)Cc1ccc2c(c1)OCO2	-13	3.9
Cc1noc(C)c1S(=O)(=O)Nc1ccc2c(c1)C(=O)N([C@H](C)CO)C[C@H](C)[C@@H](CN(C)C(=O)NC(C)C)O2	.	3.2
C[C@H](CO)N1C[C@H](C)[C@H](CN(C)S(=O)(=O)c2cccc(F)c2)Oc2ncc(C#CC3CC3)cc2C1=O	-2	.
CSc1ccccc1NC(=O)CN(c1cccc2ccccc12)S(C)(=O)=O	-2	0.3
CCC(=O)Nc1ccc2c(c1)OC[C@@H](C)N(C(=O)c1cnccn1)C[C@@H](C)[C@@H](OC)CN(C)C2=O	-1	-0.3
COc1ccccc1NC(=O)N[C@H]1CC[C@H](CC(=O)N[C@@H](C)c2ccccc2)O[C@H]1CO	-8	0.0
C[C@@H]1CN([C@@H](C)CO)C(=O)c2cc(C#C[C@@H](C)O)cnc2O[C@@H]1CN(C)C(=O)Cc1ccccn1	10	.
C[C@@H]1CCCCO[C@@H](CN(C)C)[C@@H](C)CN([C@H](C)CO)C(=O)c2cc(NS(=O)(=O)c3ccc(F)cc3)ccc2O1	6	-10
COc1ccc(NC(=O)Nc2ccc3c(c2)C(=O)N([C@@H](C)CO)C[C@@H](C)[C@@H](CN(C)S(=O)(=O)c2ccccc2)OCCCC[C@H](C)O3)cc1	.	0.8
Cc1ccc(S(=O)(=O)c2nc(S(C)(=O)=O)sc2NCC2CCCO2)cc1 (stereo not given)	-3	0.5
C[C@@H]1CN([C@H](C)CO)C(=O)c2cccc(NC(=O)Nc3ccc(F)cc3)c2O[C@H]1CN(C)S(=O)(=O)c1ccc(Cl)cc1	.	1.1
Cc1ccc(S(=O)(=O)NC(C)C(=O)Nc2cc(C(F)(F)F)ccc2Cl)cc1 (stereo not given)	10	-0.2
COc1ccccc1CNC(=O)C[C@H]1C[C@H]2c3cc(NC(=O)CN(C)C)ccc3O[C@H]2[C@H](CO)O1	2	-0.1
C[C@@H]1CN([C@H](C)CO)C(=O)Cc2cc(NS(=O)(=O)c3ccc(Cl)cc3)ccc2O[C@H]1CN(C)Cc1ccc(C(=O)O)cc1	.	0.9
C[C@H](CO)N1C[C@H](C)[C@H](CN(C)C(=O)c2cnccn2)Oc2ncc(-c3ccccc3F)cc2C1=O	5	1.1
COc1ccc([N+](=O)[O-])c(NC(=O)c2cnn3c(C(F)F)cc(-c4ccc(C)cc4)nc23)c1	0	-0.3
Cc1ccc2nc(-c3ccccn3)cc(C(=O)NCc3cnn(C)c3)c2c1	-10	0.5
CC(C)[C@H]1C=C(C(=O)NCc2ccccc2)O[C@@H](OCc2ccc(CO)cc2)C1	5	-1.1
COc1ccc(S(=O)(=O)Nc2cccc3c2O[C@@H](CN(C)Cc2ccc4c(c2)OCO4)[C@H](C)CN([C@@H](C)CO)C3=O)cc1	4	-4.1
C[C@H](CO)N1C[C@H](C)[C@@H](CN(C)Cc2ccc(Cl)c(Cl)c2)OCCCC[C@H](C)Oc2ccc(NC(=O)Nc3ccc(C(F)(F)F)cc3)cc2C1=O	.	0.6

Gathered by group, those above containing a COOH group (two)
SMILES	PRC2 inh	IDH1 R132H inh
CC1CC[C@]2(C(=O)OC3OC(COC4OC(CO)C(O)C(O)C4O)C(O)C(O)C3O)CC[C@]3(C(=O)O)C(=CCC4[C@@]5(C)CC[C@H](OC6OC(C)C(O)C(O)C6O)C(C)(C)C5CC[C@]43C)C2C1C (stereo not given in full)	71*	0.0
C[C@@H]1CN([C@H](C)CO)C(=O)Cc2cc(NS(=O)(=O)c3ccc(Cl)cc3)ccc2O[C@H]1CN(C)Cc1ccc(C(=O)O)cc1	.	0.9

Next section:
SMILES	PRC2 inh	IDH1 R132H inh
COc1ccc(NC(=O)Nc2ccc3c(c2)C(=O)N([C@H](C)CO)C[C@@H](C)[C@H](CN(C)S(=O)(=O)c2ccc(C)cc2)OCCCC[C@H](C)O3)cc1	.	1.0
CCCC(=O)Nc1ccc2c(c1)OC[C@@H](C)N(Cc1ccccc1C(=O)O)C[C@@H](C)[C@H](OC)CN(C)C2=O	-4	0.1
C[C@@H]1CCCCO[C@H](CN(C)C(=O)Nc2ccc(C(F)(F)F)cc2)[C@H](C)CN([C@@H](C)CO)C(=O)c2cc(NS(=O)(=O)c3cccs3)ccc2O1	.	0.5
C[C@H]1CN([C@@H](C)CO)C(=O)c2cc(NC(=O)Nc3ccc4c(c3)OCO4)ccc2O[C@@H]1CN(C)Cc1ccc(Cl)c(Cl)c1	.	0.0
COc1ccc(C)cc1S(=O)(=O)N(C)CC(=O)N1CCCC1	3	-0.2
C[C@@H]1CN([C@@H](C)CO)C(=O)c2cc(-c3ccc(C(=O)N(C)C)cc3)cnc2O[C@@H]1CN(C)C(=O)c1ccncc1	1	.
C[C@@H]1CCCCO[C@H](CN(C)C(=O)CCCN(C)C)[C@H](C)CN([C@@H](C)CO)C(=O)c2cc(NS(=O)(=O)c3ccc(Cl)cc3)ccc2O1	.	9.0
CN(C)CCCNC(=O)C[C@H]1CC[C@H](NC(=O)Cc2cccnc2)[C@@H](CO)O1	0	0.3
CO[C@H]1CN(C)C(=O)c2cc(NC(=O)C3CCC3)ccc2OC[C@H](C)N(Cc2ccncc2)C[C@@H]1C	-3	-0.2
O=C(C[C@H]1C=C[C@H](NC(=O)CCN2CCCCC2)[C@H](CO)O1)NCc1ccc(Cl)c(Cl)c1	-1	0.0
CO[C@H]1CN(C)C(=O)c2cc(NS(C)(=O)=O)ccc2OC[C@@H](C)N(C(=O)C2CCCC2)C[C@H]1C	11	0.1
O=C(NC1CCCCC1)N[C@@H]1CC[C@@H](CC(=O)N2CCOCC2)O[C@@H]1CO	-7	0.2
CC(NS(=O)(=O)c1cccc(Cl)c1)C(=O)Nc1ccc(Br)cc1F (stereo not given)	0	0.0
COc1cccc(-c2cn(CC[C@H]3CC[C@H](NC(C)=O)[C@@H](CO)O3)nn2)c1	15	-0.3
COc1ccccc1CNC(=O)C[C@H]1C[C@@H]2c3cc(NC(=O)c4ccc5c(c4)OCO5)ccc3O[C@@H]2[C@@H](CO)O1	9	-1.8
C[C@H](CO)N1C[C@H](C)[C@H](CN(C)C(=O)Nc2ccc(F)cc2)Oc2ccc(NC(=O)C3CCCCC3)cc2CC1=O	-1	2.0
O=C(Nc1cccc(Cl)c1)N[C@H]1CC[C@H](CCNC(=O)C2CCCC2)O[C@@H]1CO	-18	-0.4
COc1cccc(CNC(=O)C[C@@H]2CC[C@H](NC(=O)C3CCC3)[C@H](CO)O2)c1	0	0.0
COCC#Cc1ccc2c(c1)O[C@H](CN(C)C(=O)c1ccccc1)[C@@H](C)CN([C@@H](C)CO)S2(=O)=O	-16	-1.2
COc1ccccc1C#Cc1cnc2c(c1)C(=O)N([C@H](C)CO)C[C@@H](C)[C@@H](CN(C)C)O2	-4	-6.8
O=C(NCC[C@@H]1CC[C@H](NS(=O)(=O)c2ccccc2)[C@H](CO)O1)c1cc(Cl)cc(Cl)c1	-5	-0.1
O=C(N/N=C/c1ccc(O)cc1Br)c1ccccc1O	0	-0.2
C[C@H](O)C#Cc1ccc2c(c1)O[C@@H](CN(C)C(=O)CC1CC1)[C@@H](C)CN([C@@H](C)CO)S2(=O)=O	-11	-0.1
C[C@H]1CN([C@@H](C)CO)C(=O)CCCn2cc(nn2)CO[C@H]1CN(C)S(=O)(=O)c1ccccc1	3	1.0
Cc1ccc(S(=O)(=O)N(C)C[C@H]2Oc3ccc(NS(C)(=O)=O)cc3C(=O)N([C@@H](C)CO)C[C@@H]2C)cc1	.	-1.6
C[C@@H]1CN([C@H](C)CO)C(=O)c2cc(NC(=O)C3CCCCC3)ccc2O[C@@H]1CN(C)C(=O)Nc1ccc(C(F)(F)F)cc1	-15	2.7
Cc1noc(C)c1NC(=O)N(C)C[C@H]1Oc2ccc(NC(=O)Nc3cccc4ccccc34)cc2C(=O)N([C@H](C)CO)C[C@@H]1C	.	-19
O=C1O[C@H](c2ccccc2)[C@H](c2ccccc2)N2[C@H]1[C@@H](C(=O)O)[C@]1(C(=O)Nc3ccc(C#CC4=CCCCC4)cc31)[C@H]2c1ccc(O)cc1	29	.
COc1ccc(S(=O)(=O)N(C)CC(=O)Nc2ccccc2C(F)(F)F)cc1	-3	-0.3
O=C(NCC[C@@H]1CC[C@@H](NC(=O)c2cnccn2)[C@H](CO)O1)Nc1ccc(Cl)cc1	-4	0.0
CCC(=O)N(C)C[C@H]1Oc2cc(-c3ccccc3)ccc2S(=O)(=O)N([C@@H](C)CO)C[C@H]1C	0	-4.4
C[C@@H]1CN([C@@H](C)CO)C(=O)c2cc(NC(=O)Nc3ccc(F)cc3)ccc2O[C@H]1CN(C)Cc1ccc(Oc2ccccc2)cc1	.	-0.9
Cc1ccc(OCC(=O)Nc2cc3nn(-c4ccc(C)cc4)nc3cc2C)cc1	.	-0.7
COc1c(Cl)ccc(Cl)c1C(=O)Nc1ccc(S(=O)(=O)Nc2cc(C)nc(C)n2)cc1	-2	0.5
C[C@H](CO)N1C[C@H](C)[C@H](CN(C)C(=O)Cc2ccccc2)OCCCC[C@H](C)Oc2ccc(N(C)C)cc2C1=O	-15	-1.2
C[C@@H]1CCCCO[C@@H](CN(C)Cc2ccc3c(c2)OCO3)[C@H](C)CN([C@H](C)CO)C(=O)c2cc(NS(=O)(=O)c3ccccc3)ccc2O1	.	-1.8
